Screening data: PubChem, National Center for Advancing Translational Sciences (NCATS)
GALK inh = inhibits human galactokinase. AID 1347072. P51570. recombinant GALK, Kinase-Glo ATP luminescence, 1 h. Potency, µM (doses to about 57.5 µM), for inactives: top-dose activity, negative = inhibition, hits mostly inhibitors. 44,000 tested, under 10 active;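 note: plate controls were full GALK reaction for no effect and reaction lacking GALK for full effect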
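Luminescent ATP-depletion readout (Kinase-Glo Plus, 10 min) after 1 h RT reaction of 5 nM GALK, 35 uM ATP, 100 uM galactose, pH 8.0 HEPES buffer. Decreased kinase activity scored as inhibition.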
p53null 39C tox = p53 null cell cytotoxicity, nonpermissive temperature | 0.97% of 55,000 active | H1299 p53-null (neo) cells, 39C, ATPlite viability, 24 h | Potency, µM (top dose mostly 46.1 µM), without a hit: at the highest dose activity, negative = cell killing, usual class: cytotoxic | AID 904;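 note: potency is the fitted concentration of half-maximal effect; 0% = DMSO only and -100% = full killing by 100 µM tamoxifen; nearly all actives have a fitted effect of over 50% in size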
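Following overnight plating at 37C (600 cells/well), H1299-neo or H1299-p53A138V cells are dosed up to 46 uM. Incubation lasts 24 hr at 39C before ATP detection.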
FH mod = Identification of activators of human fumarate hydratase by quantitative high-throughput screening. Potency, µM (highest dose often 79.9 µM), for the others: top-dose activity change, negative = inhibition, usual class: inhibitors. 0.22% of 54,000 active. AID 1347055, 2019. FH coupled MDH/diaphorase resazurin fluorescence, 15 min; note: potency is the fitted concentration of half-maximal effect; % is set by controls: 0 for no effect and ±100 for the full control effect; the screen sought activators but most active calls are inhibition curves; nearly all actives have a fitted effect of over 45% in size
TSG101-PTAP inh = TSG101-PTAP interaction inhibition, HIV-1 budding; Q99816; Fluorescence polarization, FITC-PTAP peptide/Tsg101, 20 min; Potency, µM (top dose mostly 115 µM), inactives show top-dose activity change, negative = inhibition, actives largely listed as inhibitors; 44,000 tested, under 10 active; note: potency is the fitted concentration of half-maximal effect; 0% is about no effect
Target sequence (Q99816 whole entry, looked up): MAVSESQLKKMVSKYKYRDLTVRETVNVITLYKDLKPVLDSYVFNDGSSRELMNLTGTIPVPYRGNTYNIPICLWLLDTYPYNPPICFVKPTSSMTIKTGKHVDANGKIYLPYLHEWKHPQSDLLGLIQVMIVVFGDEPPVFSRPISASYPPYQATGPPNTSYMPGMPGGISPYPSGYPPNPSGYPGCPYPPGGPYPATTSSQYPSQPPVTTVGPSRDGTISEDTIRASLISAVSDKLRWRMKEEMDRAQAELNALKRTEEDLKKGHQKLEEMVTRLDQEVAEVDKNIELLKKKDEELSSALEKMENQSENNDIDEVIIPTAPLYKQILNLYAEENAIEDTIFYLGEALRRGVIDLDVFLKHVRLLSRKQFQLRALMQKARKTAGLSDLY
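The Tsg101 binding domain, at 10 uM final, is mixed with compound and a FITC peptide bearing the PTAP motif (50 nM final). After 20 min at r.t., polarization is measured; actives defined by CRC class, efficacy cut-off 60% inhibition.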
p53null 32C tox = p53 null cell cytotoxicity, permissive temperature. H1299-neo p53 null cells, ATP luminescence, 24 h, 32C. Potency, µM (titrated, usually from 46.1 µM), without a hit: at the top dose activity change, negative = cytotoxicity, actives largely listed as cytotoxic. 0.62% of 55,000 active;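 note: potency is the fitted concentration of half-maximal effect; 0% = DMSO only and -100% = full killing by 100 µM tamoxifen; nearly all actives have a fitted effect of over 55% in size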
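H1299-neo, 600 cells/well; overnight 37C; cpd up to 46 uM, 24 h at 32C; ATPlite luminescence after 20 min RT; normalized to DMSO (0%) and tamoxifen 100 uM (100% kill); Hill-fit AC50.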
NTMT1 inhibitor = inhibitors of human N-terminal methyltransferase NTMT1 | 2.5% of 59,000 active | Potency, µM (series often up to 114 µM), inactives show at the top dose activity change, negative = inhibition, usual class: inhibitors | Q9BV86 | AID 1645870 | NTMT1 MTase-Glo SAH luminescence, purified enzyme;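 note: potency is the fitted concentration of half-maximal effect; plate controls were DMSO vehicle for no effect and no enzyme for full effect; nearly all actives have a fitted effect of over 65% in size; many of its hits are not listed in these tables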
Target sequence (Q9BV86 whole entry, looked up): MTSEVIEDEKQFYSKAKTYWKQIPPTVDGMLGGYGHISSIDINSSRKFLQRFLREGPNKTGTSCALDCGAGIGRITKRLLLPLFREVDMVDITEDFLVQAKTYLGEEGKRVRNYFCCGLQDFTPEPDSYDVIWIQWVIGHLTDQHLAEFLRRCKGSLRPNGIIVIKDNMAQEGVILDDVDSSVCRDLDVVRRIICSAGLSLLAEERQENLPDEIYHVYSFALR
B2AR arrestin ag = ADRB2 beta-arrestin recruitment; P07550; HTLA Tango cells, beta-arrestin recruitment, luciferase luminescence, 18 h; Potency, µM (series often up to 46.1 µM), for the others: at the top dose activation, usual class: activators; 44,000 tested, under 10 active; AID 1347077;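 note: potency is the fitted concentration of half-maximal effect; 0% = DMSO and full agonism = EC100 isoproterenol or metaproterenol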
Target sequence (P07550 whole entry, looked up): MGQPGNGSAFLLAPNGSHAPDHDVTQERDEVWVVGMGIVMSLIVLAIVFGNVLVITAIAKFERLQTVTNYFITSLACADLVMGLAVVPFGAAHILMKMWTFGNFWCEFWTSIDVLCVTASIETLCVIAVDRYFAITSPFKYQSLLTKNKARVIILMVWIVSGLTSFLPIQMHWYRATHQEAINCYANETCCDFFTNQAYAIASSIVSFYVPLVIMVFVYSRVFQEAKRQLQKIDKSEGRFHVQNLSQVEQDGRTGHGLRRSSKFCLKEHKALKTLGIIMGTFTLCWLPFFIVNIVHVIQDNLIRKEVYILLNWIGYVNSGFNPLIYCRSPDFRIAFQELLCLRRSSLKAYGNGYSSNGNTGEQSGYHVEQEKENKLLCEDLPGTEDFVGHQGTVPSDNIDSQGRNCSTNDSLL
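Tango cell line, 1% FBS DMEM; cpd titration up to 46 microM; 18 hr, 37 degrees C, 5% CO2. Luciferin/ATP substrate mix added, 15 min RT, luminescence. %Activity, CRC fitting, curve-class categorization.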
Numbers without * were called inactive; ? = inconclusive; . = not tested or not shown; [ ] = another dose, or the depositor's remark. Calls come from the whole dose curve; as a rule, active = well fitted curve in the direction sought with a large enough effect; inconclusive = small, poorly fitted or top-dose-only effect, or another doubt; inactive = no such curve, though single readings can be large; an effect the other way counts as inactive or inconclusive.

SMILES	GALK inh	p53null 39C tox	FH mod	TSG101-PTAP inh	p53null 32C tox	NTMT1 inhibitor	B2AR arrestin ag
COC(=O)CSc1nc2sc3c(c2c(=O)n1-c1ccccc1)C(C)CCC3 (stereo not drawn)	0%	-3%	-4%	2%	-3%	8%	-2%
COc1ccc2c(c1)CC(C(=O)Nc1ccc(Br)c(C)c1)CO2 (stereo not drawn)	?	-9%	6%	-1%	4%	-1%	2%
CCCCCOC(=O)c1ccc(Nc2nc(C(=O)OCC)nc3ccccc23)cc1	0%	7%	11%	4%	-3%	3%	-2%
CCOC(=O)c1ccc(NC(=O)CCn2ccc(C)n2)cc1	-2%	-9%	1%	0%	-8%	7%	4%
CCC(C(=O)Nc1ccc(C(C)=O)cc1)n1c(C)c2cnn(-c3ccccc3)c(=O)c2c1C (stereo not drawn)	-1%	1%	-16%	-2%	10%	?	-4%
COc1cc(CN(C(=O)COc2ccc(Cl)c(C)c2)c2ccccn2)cc(OC)c1OC	2%	-25%	-6%	1%	-10%	9%	-1%
CCN1CCSc2ccc(C(=O)NCc3ccc(F)cc3)cc21	-4%	6%	-13%	-3%	0%	2%	-2%
Cc1nn(-c2ccc(N3CCCCC3)nn2)c(C)c1CCC(=O)NCc1ccccc1	1%	-13%	.	-3%	-9%	.	-1%
COc1cccc(CNC(=O)CSc2ncc(S(=O)(=O)c3ccc(C)c(Cl)c3)c(=O)[nH]2)c1	-5%	-4%	-13%	-5%	4%	-16%	-1%
O=C(CSc1nc(=O)n(Cc2ccco2)c2c1CCC2)Nc1ccccc1C(F)(F)F	1%	2%	0%	6%	-4%	1%	0%
CCOc1ccccc1NC(=O)N1c2ccccc2Sc2ccccc21	0%	-20%	-29%	0%	15%	7%	0%
CCOC(=O)c1ccc(NC(=O)CCC(=O)N2Cc3ccccc3Oc3ncccc32)cc1	0%	-4%	-20%	1%	6%	3%	2%
CCOc1cc(C#N)c(NC(=O)c2ccc(OC)c(S(=O)(=O)N3CCCC3)c2)cc1OCC	-15%	-9%	0%	1%	18%	?	0%
Cc1ccccc1C(=O)Nc1ccccc1-c1nc(-c2ccccc2)no1	2%	18%	-3%	-2%	-1%	2%	0%
Nc1nn(-c2ccccc2)nc1C(=O)OCc1c(F)cccc1Cl	7%	-28%	-13%	-6%	13%	8%	0%
CCCCc1nn2c(=O)cc(COC(=O)c3ccccc3NC(=O)c3cccs3)nc2s1	4%	-3%	-9%	0%	-10%	?	0%
Cc1cc(C)cc(NC(=O)Cn2nnc(C(=O)NCc3ccco3)c2N)c1	0%	2%	-6%	-1%	34%[activator]	-10%	0%
CN(CC(=O)NCc1ccccc1)S(=O)(=O)c1ccc2[nH]c3c(c2c1)CCCC3	1%	-19%	-28%	1%	3%	-17%	0%
CCOc1ccc(-c2cccc(NS(=O)(=O)c3c(C)cc(C)cc3C)c2)nn1	2%	59%	?	0%	26%	7%	2%
CCCOc1ccc(CNC(=O)C2CCCN(c3nc4c(C)cc(C)cc4s3)C2)cc1 (stereo not drawn)	-2%	-5%	8%	-2%	1%	10%	0%
CCOC(=O)c1c(C)oc2nc(C)nc(NCCc3ccc(OCC)c(OCC)c3)c12	3%	2%	-18%	-3%	14%	-21%	0%
Cc1ccc(S(=O)(=O)NCc2nc(-c3cccc(C)c3)no2)cc1	1%	7%	?	-12%	4%	-16%	0%
CC(NC(=O)c1ccccc1)c1nc2ccccc2n1Cc1ccc(Cl)cc1 (stereo not drawn)	-2%	-14%	-7%	0%	-3%	16%	-4%
COc1ccccc1NC(=O)C1=C(C)Nc2nc(SCc3ccccc3C)nn2C1CC(C)C (stereo not drawn)	-6%	-4%	-3%	6%	9%	12%	0%
Cc1cccc(N2CCN(C(=O)C3CCN(Cc4nc(-c5ccc(Cl)cc5)oc4C)CC3)CC2)c1C	1%	-7%	1%	-1%	3%	-9%	-1%
O=C(Nc1ccc(Cl)cc1)C1CCN(c2nc3ccccc3n3cccc23)CC1	-1%	?	9%	-4%	28%	5%	0%
Cc1ccccc1CN1CCc2nc(N3CCN(c4ncccn4)CC3)ncc2C1	-1%	-8%	2%	0%	-12%	-3%	-1%
COc1cc(-c2noc(-c3ccc(N4CCCCC4)c([N+](=O)[O-])c3)n2)cc(OC)c1OC	-16%	-14%	-9%	0%	-9%	5%	-1%
COc1cc(C(=O)N(Cc2ccc(N(C)C)cc2)CC2CCCO2)cc(OC)c1OC (stereo not drawn)	1%	-19%	-1%	1%	1%	-8%	0%
Cc1ccc(Cl)cc1N1CCN(S(=O)(=O)c2ccc3c(c2)CC(=O)N3C)CC1	-6%	-3%	-14%	0%	-7%	?	1%

Reprinted from the entries so far for reference:
SMILES	GALK inh	p53null 39C tox	FH mod	TSG101-PTAP inh	p53null 32C tox	NTMT1 inhibitor	B2AR arrestin ag
CN(CC(=O)NCc1ccccc1)S(=O)(=O)c1ccc2[nH]c3c(c2c1)CCCC3	1%	-19%	-28%	1%	3%	-17%	0%
CCOc1ccc(-c2cccc(NS(=O)(=O)c3c(C)cc(C)cc3C)c2)nn1	2%	59%	?	0%	26%	7%	2%
CCCOc1ccc(CNC(=O)C2CCCN(c3nc4c(C)cc(C)cc4s3)C2)cc1 (stereo not drawn)	-2%	-5%	8%	-2%	1%	10%	0%
CCOC(=O)c1c(C)oc2nc(C)nc(NCCc3ccc(OCC)c(OCC)c3)c12	3%	2%	-18%	-3%	14%	-21%	0%
Cc1ccc(S(=O)(=O)NCc2nc(-c3cccc(C)c3)no2)cc1	1%	7%	?	-12%	4%	-16%	0%
CC(NC(=O)c1ccccc1)c1nc2ccccc2n1Cc1ccc(Cl)cc1 (stereo not drawn)	-2%	-14%	-7%	0%	-3%	16%	-4%
COc1ccccc1NC(=O)C1=C(C)Nc2nc(SCc3ccccc3C)nn2C1CC(C)C (stereo not drawn)	-6%	-4%	-3%	6%	9%	12%	0%
Cc1cccc(N2CCN(C(=O)C3CCN(Cc4nc(-c5ccc(Cl)cc5)oc4C)CC3)CC2)c1C	1%	-7%	1%	-1%	3%	-9%	-1%
O=C(Nc1ccc(Cl)cc1)C1CCN(c2nc3ccccc3n3cccc23)CC1	-1%	?	9%	-4%	28%	5%	0%
Cc1ccccc1CN1CCc2nc(N3CCN(c4ncccn4)CC3)ncc2C1	-1%	-8%	2%	0%	-12%	-3%	-1%
COc1cc(-c2noc(-c3ccc(N4CCCCC4)c([N+](=O)[O-])c3)n2)cc(OC)c1OC	-16%	-14%	-9%	0%	-9%	5%	-1%
COc1cc(C(=O)N(Cc2ccc(N(C)C)cc2)CC2CCCO2)cc(OC)c1OC (stereo not drawn)	1%	-19%	-1%	1%	1%	-8%	0%
Cc1ccc(Cl)cc1N1CCN(S(=O)(=O)c2ccc3c(c2)CC(=O)N3C)CC1	-6%	-3%	-14%	0%	-7%	?	1%

Continuation.
SMILES	GALK inh	p53null 39C tox	FH mod	TSG101-PTAP inh	p53null 32C tox	NTMT1 inhibitor	B2AR arrestin ag
O=C(NCc1ccccc1Cl)C1CCCN(C(=O)c2cnn(-c3ccccc3)c2-n2cccc2)C1 (stereo not drawn)	-10%	-11%	-4%	1%	1%	30%[activator]	-4%
O=S(=O)(c1ccccc1)c1nc(-c2ccccc2F)oc1N1CCOCC1	8%	42%[activator]	-1%	1%	2%	-16%	0%
Cn1nc(C(=O)N2CCN(c3ccc(Cl)cc3)CC2)c2c1-c1ccccc1S(=O)(=O)C2	2%	-10%	-30%	1%	1%	3%	2%
Cc1cccc(N2CCN(S(=O)(=O)c3cc(Br)cc4c3N(C(=O)C3CC3)CC4)CC2C)c1 (stereo not drawn)	-2%	-1%	-8%	-5%	1%	10%	0%
CCOc1ccc(NC(=O)Cn2cc(C(=O)c3ccc(CC)cc3)c(=O)c3cc(OC)c(OC)cc32)cc1	6%	6%	-19%	1%	2%	-1%	0%
O=C(Cn1ccn(-c2ccc(F)c(F)c2)c(=O)c1=O)NCCc1ccccc1	1%	-6%	-2%	-6%	1%	3%	-1%
O=C(Cn1cc(SCc2ccc(F)cc2)c2ccccc21)N1CCCCC1	6%	7%	-16%	0%	20%	-7%	0%
Cc1ccc(CNC(=O)c2ccc3c(c2)N(Cc2cccc(C)c2)C(=O)CS3)cc1	3%	-16%	3%	0%	11%	13%	1%
CC(C)Sc1ncc(Cl)c(C(=O)Nc2c(C(=O)Nc3ccccc3)oc3ccccc23)n1	-9%	?	-6%	1%	-1%	7%	-2%
CCOC(=O)c1sc(N2C(=O)c3oc4ccccc4c(=O)c3C2c2ccc(C(C)(C)C)cc2)nc1C (stereo not drawn)	3%	10%	?	5%	-3%	9%	0%
O=C(NC1CC(=O)N(c2ccccc2)C1)c1ccc(S(=O)(=O)N2CCCC2)cc1 (stereo not drawn)	0%	15%	-17%	0%	-1%	-2%	-2%
COC(=O)C1CCN(c2csc3ccc(Cl)cc3c2=O)CC1	0%	-8%	-2%	-3%	5%	-22%	0%
CC1CCCCN1Cc1c(O)ccc2c(=O)c(-c3ccccc3Cl)c(C(F)(F)F)oc12 (stereo not drawn)	0%	9%	2%	-1%	1%	-1%	-2%
COc1ccc(NC(=O)C(c2ccc(OC)cc2)N(C)C(=O)Cc2cccs2)cc1 (stereo not drawn)	2%	19%	-7%	0%	12%	-4%	-1%
Cc1cccc(CSc2cn(CC(=O)N3CCCCCC3)c3ccccc23)c1	2%	21%	-18%	0%	4%	-5%	-1%
CCOc1ccc(NC(=O)CCCc2nc(-c3cccc(OC)c3)no2)cc1	-1%	3%	-12%	-2%	-5%	0%	0%
COc1ccc(CCNC(=O)c2cc3c(=O)n(C)c4cc(Cl)ccc4c3s2)cc1OC	-1%	4%	6%	-5%	6%	8%	0%
COc1cc(NC(=O)c2noc3c2CC(C)CC3)c(OC)cc1Cl (stereo not drawn)	-2%	21%	-10%	-4%	0%	3%	2%
CC(=O)Nc1ccccc1OCc1cc(=O)n2c(C)csc2n1	1%	2%	-9%	-4%	-6%	16%	0%
CSc1ccc(CNC(=O)CN2C(=O)C3CCCCN3c3ccc(C(=O)N4CCCC4)cc32)cc1 (stereo not drawn)	-1%	-3%	-8%	-5%	-2%	0%	1%
CCC1CN(C(=O)N2CCC(C(=O)NCCC3=CCCCC3)CC2)c2cc(C)ccc2O1 (stereo not drawn)	1%	32%[activator]	-10%	0%	13%	-5%	0%
CCOC(=O)c1ccc(NC(=O)Cn2c(=O)cc(C)c3c(C)nn(-c4cccc(F)c4)c32)cc1	1%	-1%	?	1%	2%	0%	0%
Cc1cc(C)cc(NC(c2nnc(-c3cccc(F)c3)o2)c2ccc(F)cc2Cl)c1 (stereo not drawn)	-6%	5%	-21%	2%	26%	5%	-2%

Not all compounds are listed; rates above refer to the full screens.
